# Compound activity deposited in PubChem by National Center for Advancing Translational Sciences (NCATS).
# Casp7 inh – caspase-7 (human) inhibition, allosteric or competitive; P55210; recombinant caspase-7, Ac-DEVD-AFC fluorescence rate; Potency, µM (top dose mostly 57.5 µM), without a hit: at the top dose activity change, negative = inhibition, actives largely listed as inhibitors; hit rate 0.02% among 75,000; active = well fitted inhibition curve with a large enough effect in the main read-out, with a control signal flat, not every such curve was filed as active; inconclusive = small, poorly fitted or top-dose-only effect, or a change in a side signal; also: potency is read from the fitted curve at half-maximal effect; % of control where 0% means no effect
# Target sequence (P55210 24-198 limits assumed): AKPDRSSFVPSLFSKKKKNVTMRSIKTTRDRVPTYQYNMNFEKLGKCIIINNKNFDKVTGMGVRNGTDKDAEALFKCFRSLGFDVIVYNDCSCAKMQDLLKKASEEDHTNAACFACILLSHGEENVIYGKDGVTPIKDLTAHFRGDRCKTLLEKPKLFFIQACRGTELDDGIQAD
# Target sequence (P55210 207-303 limits assumed): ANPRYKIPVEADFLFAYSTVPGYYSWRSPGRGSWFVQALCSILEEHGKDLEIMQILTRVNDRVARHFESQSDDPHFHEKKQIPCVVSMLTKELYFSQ
# HADH2 inh – HADH2 (human) dehydrogenase inhibition | Potency, µM (series often up to 57.1 µM), without a hit: top-dose activity change, negative = inhibition, hits mostly inhibitors | AID 886 | recombinant HADH2, NADH fluorescence, beta-hydroxybutyryl-CoA | hit rate 3.4% among 73,000 | Q99714; also: potency is read from the fitted curve at half-maximal effect; % is scaled to controls: 0 for no effect and ±100 for the full control effect; nearly all actives have a fitted effect of over 60% in size; many of its hits are not listed in these tables
# Target sequence (Q99714 whole entry, looked up, one chain of several): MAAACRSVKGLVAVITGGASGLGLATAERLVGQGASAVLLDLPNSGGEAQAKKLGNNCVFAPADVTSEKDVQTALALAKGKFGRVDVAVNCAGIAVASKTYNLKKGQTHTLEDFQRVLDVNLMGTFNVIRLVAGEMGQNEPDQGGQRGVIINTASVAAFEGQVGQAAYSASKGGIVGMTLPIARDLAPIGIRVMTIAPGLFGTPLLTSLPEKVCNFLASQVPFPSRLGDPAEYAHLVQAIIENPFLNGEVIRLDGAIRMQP
#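 Read-out: 360 nm excitation, 450 nm emission, kinetic over 4 min. Conditions: His-tagged human HADH2 20 nM, pH 9.0 Tris with Tween-20, 1 mM NAD+, 90 uM beta-hydroxybutyryl-CoA.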
# Pol III holo inh – blocks replication by bacterial DNA polymerase III holoenzyme. reconstituted DNA polymerase III holoenzyme replication, biochemical. Potency, µM (series often up to 57.1 µM), for the others: at the top dose activity change, negative = inhibition. hit rate 0.25% among 71,000; also: potency is read from the fitted curve at half-maximal effect; % is scaled to controls: 0 for no effect and ±100 for the full control effect
#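 Reconstituted *E. coli* holoenzyme (0.35 nM Pol III, 1 nM beta, 154 nM SSB, 2 nM primase) was preincubated with compound for 15 min at RT. Synthesis on 1.4 nM ssM13Gori ran 35 min, then was stopped with PicoGreen/EDTA and read as dsDNA fluorescence.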
# ALOX15 inhib – inhibitors of human 15-lipoxygenase (ALOX15) | P16050 | purified 15hLO-1, xylenol orange hydroperoxide absorbance | Potency, µM (highest dose often 57.1 µM), for inactives: top-dose activity change, negative = inhibition, hits mostly inhibitors | hit rate 1.4% among 74,000 | AID 887; also: potency is read from the fitted curve at half-maximal effect; % is scaled to controls: 0 for no effect and ±100 for the full control effect; nearly all actives have a fitted effect of over 55% in size
#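 Hydroperoxide formed from arachidonic acid (50 uM) by purified human 15hLO-1 (40 nM) oxidizes ferrous iron, and the ferric-xylenol orange complex is read at 573 versus 405 nm. Compounds were preincubated 15 min; reaction ran 6 min at room temperature.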
# Tau filament bind – binds recombinant human tau filaments. P10636. recombinant tau filaments, thioflavin S fluorescence, 15 h; filaments grown with octadecylsulfate alongside compound. Potency, µM (highest dose often 57.1 µM), for inactives: at the top dose activity change, negative = inhibition. hit rate 2% among 71,000;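 also: potency is read from the fitted curve at half-maximal effect; % is scaled to controls: 0 for no effect and ±100 for the full control effect; actives lower thioflavin S fluorescence by blocking filaments or displacing dye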
#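 Recombinant tau protein (human, 1 uM final) plus 30 uM ODS in HEPES pH 7.4 with NaCl, DTT and thioflavine S. Compound present from the start; fluorescence at 510 nm after 15 h, 37 C.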
# HEK293 cAMP cs – counter-screen for TSHR agonists: cAMP increase in parental HEK293; parental HEK293 CNG cAMP sensor, membrane potential fluorescence; Potency, µM (titrated, usually from 57.1 µM), without a hit: at the highest dose activation, most hits filed as activators; hit rate 2.5% among 73,000; AID 938; also: potency is read from the fitted curve at half-maximal effect; % of control where 0% means no effect; nearly all actives have a fitted effect of over 55% in size
#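 Counterscreen for endogenous-receptor signalling: CNG-channel HEK 293 cells report cAMP rise by membrane depolarization. After 60 min dye equilibration with 100 uM RO 20-1724, compounds incubated 30 min before bottom-read fluorescence at 590 nm.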
# BRCT PPI green – inhibitors of human BRCA1 BRCT-phosphoprotein interaction (green fluorophore) | P38398 | BRCA1 BRCT-phosphopeptide binding, green fluorescence polarization | Potency, µM (top dose mostly 76.9 µM), without a hit: at the top dose activity change, negative = inhibition, usual class: inhibitors | hit rate 0.05% among 75,000 | AID 875;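 also: potency is read from the fitted curve at half-maximal effect; plate controls were peptide without protein for full effect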
#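 Fluorescence polarization: His-tagged BRCT (~35 kDa BRCA1 C-terminus, 250 nM) bound to 100 nM fluorescein-labeled phosphorylated 10-aa BACH1 peptide, pH 7.3 phosphate buffer with DTT and Tween 20. Compounds incubated 12 min at room temperature; inhibition read as lowered polarization.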
# Caspase-1 inhib – caspase-1 (human) inhibition, allosteric or competitive; P29466; Caspase-1 enzyme, Ac-WEHD-AFC fluorogenic rate; Potency, µM (highest dose often 57.5 µM), inactives show top-dose activity change, negative = inhibition, actives largely listed as inhibitors; hit rate 0.03% among 75,000; AID 900;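 also: potency is read from the fitted curve at half-maximal effect; plate controls were vehicle for no effect and no substrate for full effect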
# Target sequence (P29466 120-297 limits assumed): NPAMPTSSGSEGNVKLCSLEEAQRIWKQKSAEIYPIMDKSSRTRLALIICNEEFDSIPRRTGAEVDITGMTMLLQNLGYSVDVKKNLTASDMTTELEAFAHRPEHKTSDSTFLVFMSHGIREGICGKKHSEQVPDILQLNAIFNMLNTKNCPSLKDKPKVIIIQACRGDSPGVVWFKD
# Target sequence (P29466 317-404 limits assumed): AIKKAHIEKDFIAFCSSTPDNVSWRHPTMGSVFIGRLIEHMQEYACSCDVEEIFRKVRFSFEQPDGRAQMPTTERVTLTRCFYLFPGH
# Rhodamine fluor – compound fluoresces in the rhodamine spectral region; Rhodamine-region fluorescence, 547/598 nm, Tris buffer; active compounds read high; max dye-equivalent concentration, M; hit rate 0.05% among 59,000; in the data active = max dye-equivalent concentration above about 11 nM; inconclusive = between about 1.1 nM and that limit
#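 qHTS spectral profiling of compounds without any target or enzyme present, in pH 8.0 Tris buffer; plates were read after a 15-minute room-temperature incubation using the rhodamine-region filter set.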
# BRCT inh red – inhibitors of human BRCA1 BRCT-phosphoprotein interaction (red fluorophore). P38398. BRCT-phosphopeptide binding, red fluorescence polarization. Potency, µM (series often up to 76.9 µM), for the others: top-dose activity change, negative = inhibition, most hits filed as inhibitors. hit rate 0.03% among 75,000; also: % is scaled to controls: 0 for no effect and ±100 for the full control effect
#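 Rhodamine-labelled pBACH1 10-mer (100 nM) bound to BRCT domain (100 nM) at pH 7.3; compounds incubated 12 min room temperature, polarization read. Free peptide defines full inhibition; unlabelled decapeptide titrated as control.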
# USP2a inhib – blocks human ubiquitin-specific protease USP2a | AID 927 | Potency, µM (top dose mostly 38.3 µM), for inactives: top-dose activity change, negative = inhibition, actives largely listed as inhibitors | O75604 | hit rate 0.1% among 60,000 | USP2a enzymatic assay, qHTS inhibition;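 also: potency is read from the fitted curve at half-maximal effect; nearly all actives have a fitted effect of over 60% in size; plate controls were DMSO for no effect and NEM full inhibition control for full effect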
#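 USP2 core (20 nM final) was preincubated with compound for 30 min at RT in 20 mM Tris-HCl pH 8.0, 2 mM CaCl2, 2 mM beta-mercaptoethanol; Ub-PLA2 (20 nM) plus NBD C6-HPC (20 uM) then added, fluorescence read after 2.5 h.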
# Numbers without * were called inactive; i = inactive; ? = inconclusive; · = no result given; [ ] = remark or other dose. Unless noted, calls follow the shape of the dose curve; as a rule, active = well fitted curve in the direction sought with a large enough effect; inconclusive = small, poorly fitted or top-dose-only effect, or another doubt; inactive = no such curve, though single readings can be large; an effect the other way counts as inactive or inconclusive. These rows are one share of the data; count on the stated rates, not on these rows.
SMILES	Caspase-1 inhib	HEK293 cAMP cs	ALOX15 inhib	Rhodamine fluor	Casp7 inh	USP2a inhib	Tau filament bind	BRCT PPI green	Pol III holo inh	HADH2 inh	BRCT inh red
CCOC(=O)Cc1csc(NC(=O)CSc2nnc(C(C)C)n2CC)n1	-1%	13%	5%	i	1%	-7%	200%	-2.4%	-4%	2%	-0.1%
O=c1cc(-c2ccc(Cl)cc2)[nH][nH]1	-7%	0%	1%	i	-1%	13%	-2%	0.0%	-9%	6%	-1.6%
COc1cccc(C2C(C(=O)c3ccco3)=C(O)C(=O)N2CCCN2CCOCC2)c1OC (stereo not drawn)	1%	8%[11.4 µM]	7%[11.4 µM]	·	0%	2%[7.66 µM]	-5%[11.4 µM]	1.4%	-4%[11.4 µM]	3%[11.4 µM]	0.1%
COc1cccc2cc3c(=O)n(-c4ccccc4)nc-3oc12	1%	6%	8%	·	-2%	·	16µM*	-1.3%	-3%	-7%	-0.2%
COCC(=O)N1CCC[C@@]2(CCN(c3ccncc3)C2)C1	-1%	6%	11%	i	0%	-1%	-2%	-3.5%	3%	-1%	-0.5%
CCN1CCN(CCCNC(=O)C(NC(=O)C2CCC(C)CC2)C(C)C)CC1 (stereo not drawn)	0%	2%	3%	i	-1%	9%	4%	-6.8%	-2%	5%	-0.3%
N#CCSc1nnc(CNc2cccc(Cl)c2)o1	-1%	1%	-3%	i	0%	-1%	4%	-8.9%	-2%	?	-0.5%
Cc1nn(-c2ccccc2)c2c1C1(C(=O)N(C)c3ccccc31)C(C#N)=C(N)O2 (stereo not drawn)	-1%	0%	6%	i	0%	12%	-18%	1.1%	-3%	-10%	0.2%
Nc1nc(CN2CCOCC2)cs1	2%	6%	1%	i	-2%	2%	6%	0.9%	-7%	4%	1.4%
O=C(O)c1cccnc1Oc1ccccc1	1%	6%	6%	i	0%	-9%	3%	0.3%	-7%	-3%	0.5%
COc1ccc2nc(NC(=O)CSc3nnnn3C3CCCCC3)sc2c1	-3%	28%	-9%	i	-3%	241%[activator]	39%	3.3%	-5%	3%	-0.4%
CCc1c(C)nc(N)n2c(SCC(=O)N3CCN(c4ccccc4OC)CC3)nnc12	1%	-1%	4%	i	0%	-3%	-16%	-1.0%	-1%	15%	-3.7%
COc1cc(C2=Nc3c(c(C)nn3-c3ccccc3)P(=O)(N3CCOCC3)O2)cc(OC)c1OC (stereo not drawn)	1%	10%	4%	i	-1%	6%	0%	-0.2%	?	?	-2.1%
Cn1nnc2cc(C(=O)Nc3cccnc3)ccc21	-1%	-1%	0%	i	1%	-7%	-2%	1.1%	10%	25%	-1.2%
CCCCSc1nnc([C@H](CC(C)C)NC(=O)OC(C)(C)C)o1	2%	?	6%	i	0%	4%	-29%	-2.8%	-4%	0%	0.8%
Cc1ccc(CN(C)C(=O)C2CCCN2C(=O)c2cccs2)o1 (stereo not drawn)	1%	1%	22%	i	-1%	-4%	18%	-1.3%	0%	2%	-0.2%
CCOC(=O)C1=C(C)NC(=O)NC1c1c(C)nn(-c2ccccc2)c1Cl (stereo not drawn)	0%	-5%	-15%	i	0%	?	19%	0.1%	0%	-3%	-0.1%
CN1C(=O)c2c(sc3c2CC(C)(C)SC3)N2CCN=C12	-16%	14%	-6%	i	-16%	4%	45%	-1.8%	-3%	15%	0.6%
CCOc1ccc(N2C(=O)CC(N3CCN(C4CCc5ccccc5C4)CC3)C2=O)cc1 (stereo not drawn)	-2%	18%	7%	·	1%	-1%	-1%	-5.2%	2%	-9%	0.0%
COC(=O)c1ccc(C)c(NC(=O)CN(c2cc(OC)ccc2OC)S(C)(=O)=O)c1	-2%	10%	-10%	·	0%	5%	17%	-0.1%	-1%	6%	-0.2%
CC(C)C(c1nnnn1Cc1ccccc1)N1CCc2ccccc2C1 (stereo not drawn)	-6%	29%	-10%	i	-1%	-11%	-20%	1.1%	-4%	-16%	-2.3%
Cc1cccc(NC(=O)C2CCN(S(=O)(=O)c3cccc4cccnc34)CC2)n1	-5%	16%	1%	·	-1%	·	5%	-0.2%	1%	-4%	-0.8%
COc1ccccc1-n1c(CNc2c(C)cccc2C)nnc1SCC(=O)N1CCOCC1	0%	12%	14%	i	-1%	·	-6%	2.8%	-2%	16%	0.9%
CCOC(=O)CSc1nc2c([nH]c3ccccc32)c(=O)n1C	1%	17%	-3%	i	-1%	2%	-7%	-2.1%	-6%	4%	-0.5%
O=C(NCc1ccccn1)C1CCCN(S(=O)(=O)c2ccc(Br)cc2)C1 (stereo not drawn)	-2%	4%	6%	i	-3%	3%	3%	-2.2%	-3%	6%	1.3%

# One compound at a time, as listed above. Values in the order: Caspase-1 inhib | HEK293 cAMP cs | ALOX15 inhib | Rhodamine fluor | Casp7 inh | USP2a inhib | Tau filament bind | BRCT PPI green | Pol III holo inh | HADH2 inh | BRCT inh red
# COc1cc(C2=Nc3c(c(C)nn3-c3ccccc3)P(=O)(N3CCOCC3)O2)cc(OC)c1OC (stereo not drawn) reads 1% | 10% | 4% | i | -1% | 6% | 0% | -0.2% | ? | ? | -2.1%
# COC(=O)c1ccc(C)c(NC(=O)CN(c2cc(OC)ccc2OC)S(C)(=O)=O)c1 reads -2% | 10% | -10% | · | 0% | 5% | 17% | -0.1% | -1% | 6% | -0.2%
# CCCCSc1nnc([C@H](CC(C)C)NC(=O)OC(C)(C)C)o1 reads 2% | ? | 6% | i | 0% | 4% | -29% | -2.8% | -4% | 0% | 0.8%

# More records.
SMILES	Caspase-1 inhib	HEK293 cAMP cs	ALOX15 inhib	Rhodamine fluor	Casp7 inh	USP2a inhib	Tau filament bind	BRCT PPI green	Pol III holo inh	HADH2 inh	BRCT inh red
O=C(O)c1ccc2c(c1)CC(c1ccccc1)OC2=O (stereo not drawn)	-1%	-16%	7%	i	0%	-5%	11%	-2.3%	-1%	2%	-3.4%
Cc1ccc(-c2cc(C(=O)OCC(=O)Nc3cc(C)on3)c3ccccc3n2)c(C)c1	-3%	21%	-6%	i	-1%	33%[activator]	48%	-1.1%	10%	25%	0.2%
COc1ccc(-n2c(=O)c3ccccc3n(CC(=O)Nc3cc(C)on3)c2=O)cc1OC	0%	-2%	2%	i	-3%	-1%	-2%	0.6%	-5%	2%	1.2%
Cc1ccccc1-n1nc2c(c1NC(=O)c1c(-c3ccccc3Cl)noc1C)CS(=O)(=O)C2	1%	30%	5%	i	-1%	73%[activator]	-10%	0.6%	6%	9%	0.2%
COc1ccccc1CN(CC(=O)NCC1CCCO1)C(=O)CNS(=O)(=O)c1ccc(C)cc1 (stereo not drawn)	1%	4%	6%	i	-1%	?	-1%	1.8%	-9%	19%	-0.1%
COC(=O)c1ccc2c(=O)n(CCO)c(=S)[nH]c2c1	2%	10%	2%	i	1%	-1%	10%	-2.4%	-1%	-6%	-0.8%
CCNC(=O)COC(=O)c1ccc(S(=O)(=O)N2CCCCCC2)cc1	-1%	7%	5%	i	0%	10%	9%	-1.5%	-1%	-1%	-0.1%
O=C(CC1(O)C(=O)N(CN2CCOCC2)c2ccccc21)c1ccccc1 (stereo not drawn)	-1%	1%	4%	·	0%	-6%	7%	0.3%	-2%	4%	-1.1%
C=CCN1C(=O)C(O)(CC(=O)c2ccc(-n3cccc3)cc2)c2ccccc21 (stereo not drawn)	-7%	?	?	i	-7%	33%[activator]	13%	18%	-1%	-24%	1.8%
CCN1C2=NCCCN2c2ccccc21	1%	4%	3%	i	2%	-5%	-18%	0.6%	-6%	2%	1.5%
CCOc1ccc(-c2n[nH]c(C)c2Oc2ccccc2OC)c(O)c1	-5%	2%	-23%	i	-3%	4%	-7%	-4.6%	0%	-2%	-2.9%
O=C(NC1CCCCCC1)c1cccc(N2CCCC2=O)c1	1%	7%	-5%	i	2%	2%	11%	-4.0%	-6%	6%	0.3%
CC(C)COC(=O)C(N)C(C(=O)OCC(C)C)c1ccccc1 (stereo not drawn)	1%	17%	20%	i	-3%	-1%	-11%	-5.1%	-7%	6%	-2.0%
CCOC(=O)C1CCCN(S(=O)(=O)c2cc(OCC(N)=O)c(C)cc2Cl)C1 (stereo not drawn)	0%	-6%	-3%	i	3%	8%	2%	-0.2%	-2%	2%	-1.3%
